Bioassay records from PubChem.
G6PDH counter: inhibits Leuconostoc G6PDH, flagging false hits in G6PDH-based assays | Purified L. mesenteroides G6PDH, diaphorase/resazurin coupled fluorescence, 45 min | 200,000 compounds, 0.12% hits | inhibition, % at 5 µM
L major viab: reduces viability of Leishmania major promastigotes; resazurin fluorescence viability; inhibition, % at 10 µM; 200,000 compounds, 9% hits;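 also: promastigotes grown with compound for 44 hours at 28 °C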
PMI act: increases human mannose-6-phosphate isomerase activity. purified human PMI, coupled resazurin fluorescence, 20 min; stronger effect = higher value; 1 = vehicle control, 0 substrate-free wells. activation factor at 20 µM. 190,000 compounds, 0.005% hits;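 active = activation factor of 2 or more at 20 µM, relative to plate controls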
Target sequence (P34949 whole entry, looked up): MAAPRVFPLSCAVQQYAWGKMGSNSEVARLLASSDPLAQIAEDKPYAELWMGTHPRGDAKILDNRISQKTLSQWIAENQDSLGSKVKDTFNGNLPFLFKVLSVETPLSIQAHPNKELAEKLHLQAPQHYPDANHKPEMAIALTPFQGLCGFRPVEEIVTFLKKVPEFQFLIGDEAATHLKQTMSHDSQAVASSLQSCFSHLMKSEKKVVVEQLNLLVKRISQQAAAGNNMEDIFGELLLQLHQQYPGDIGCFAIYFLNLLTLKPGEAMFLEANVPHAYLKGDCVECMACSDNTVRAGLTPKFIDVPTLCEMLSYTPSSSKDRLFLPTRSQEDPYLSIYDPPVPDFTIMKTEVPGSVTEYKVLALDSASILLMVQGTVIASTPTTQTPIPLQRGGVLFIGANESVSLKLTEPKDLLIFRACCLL
Hsp70 act: Hsp70 transcriptional activation, primary screen; 200,000 compounds, 0.04% hits; AID 1203; activation, % at 10 µM; HeLa Hsp70 promoter luciferase reporter, luminescence; scaled: vehicle 0, proteasome-inhibitor control 100%;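 active = activation above the mean across all tested compounds plus 3 SD, cutoff set per campaign, cut at about 5.5% in these data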;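 also: 100% = MG132 at 30 µM as the positive control and 0% = DMSO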
Diaph inh CS: inhibits diaphorase or chemically oxidizes, flagging diaphorase assay artifacts; diaphorase resazurin-to-resorufin fluorescence, NADH, 16 min; bacterial (C. kluyveri) enzyme, not human; inhibition, % at 20 µM; 190,000 compounds, 0.69% hits; AID 1217;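 active = primary screen inhibition at 20 µM above a set limit, cut at about 50% in these data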;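 also: plate controls were DMSO with full reaction for no effect and wells lacking NADH for full effect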
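Test system: Clostridium kluyveri diaphorase enzyme / Quantity: diaphorase at 0.14 U/mL in enzyme working solution / Incubation: 16-min room-temperature incubation before reading / Benchmarks: NADH-free wells as positive control, DMSO-only neutral wells / Signal: resorufin fluorescence 544/590 nm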
RAM inhibit: inhibitors of the yeast RAM network | S. cerevisiae dse1pr::URA3 reporter, 5-FOA growth OD615, 2 d; analog-sensitive cbk1-as2 kinase mutant strain | inhibition, % at 50 µM | 190,000 compounds, 1.8% hits;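 active = inhibition above a set limit, 3 SD over mean compound inhibition, cut at about 8.4% in these data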;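 also: 0% = DMSO-only wells with no growth and 100% = 10 µM 1-NA-PP1 full growth; inhibition rescues growth on 5-FOA so higher OD means more RAM inhibition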
TLR4-MyD88 BLA: blocks binding of human TLR4 to MyD88; HeLa CL3-4 TLR4/MyD88 BLA complementation, FRET ratio; inhibition, % at 8.4 µM; 200,000 compounds, 0.18% hits; AID 861; in the data active = inhibition above about 25%;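 also: 0% = vehicle and 100% = reference inhibitor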
Redox H2O2 prof: compounds producing H2O2 with reducing agent – biochemical, NIH compound library profiling, artefact control for MLSCN library redox annotation, primary screen. DTT-dependent redox cycling H2O2, phenol red/HRP absorbance; 100% = 100 µM peroxide control, 0% = buffer. activation, % at 10 µM. 200,000 compounds, 0.03% hits;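 active = activation of at least 50% relative to the plate's high and low controls in the primary single-dose screen; inactive = activation below 50%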;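 also: compound incubated with DTT at 0.8 mM final as the reducing agent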
PMI act hi M6P: increases human PMI activity with near-saturating mannose 6-phosphate; P34949; coupled PMI enzyme assay, resazurin fluorescence, 20 min; stronger effect = higher value; 1 = untreated enzyme, 0 = substrate-free blank; activation factor at 20 µM; 190,000 compounds, 0.34% hits; AID 1216;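 active = activation factor of 2 or more at 20 µM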
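Material: human phosphomannose isomerase with PGI, G6PDH, diaphorase coupling enzymes. Quantity: 15 ng/mL PMI. Medium: HEPES pH 7.4 buffer with MgCl2 and Tween-20. Reagent: Near-saturating mannose-6-phosphate, 1.0 mM. Compound: 20 µM single dose. Times: enzyme reaction with compound 20 min at room temperature. Detection: resorufin fluorescence at Ex 544/Em 590 nm.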
S1P3 antagonist: S1P3 (human) receptor antagonism. AID 485. CHO S1P3 NFAT-BLA reporter, FRET fluorescence, antagonist mode. 170,000 compounds, 0.27% hits. inhibition, % at 4.98 µM. Q99500;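 active = inhibition above the plate cutoff, the mean inhibition of test wells on that plate plus 3 SD, cut at about 28% in these data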;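 also: cells challenged with S1P at its EC80 of 0.8 µM; blue over green emission ratio from cleaved BLA substrate after 4 h stimulation; 0% = S1P-stimulated wells and 100% = unstimulated DMSO-only wells; some compounds past the cut are filed as inactive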
Target sequence (Q99500 whole entry, looked up): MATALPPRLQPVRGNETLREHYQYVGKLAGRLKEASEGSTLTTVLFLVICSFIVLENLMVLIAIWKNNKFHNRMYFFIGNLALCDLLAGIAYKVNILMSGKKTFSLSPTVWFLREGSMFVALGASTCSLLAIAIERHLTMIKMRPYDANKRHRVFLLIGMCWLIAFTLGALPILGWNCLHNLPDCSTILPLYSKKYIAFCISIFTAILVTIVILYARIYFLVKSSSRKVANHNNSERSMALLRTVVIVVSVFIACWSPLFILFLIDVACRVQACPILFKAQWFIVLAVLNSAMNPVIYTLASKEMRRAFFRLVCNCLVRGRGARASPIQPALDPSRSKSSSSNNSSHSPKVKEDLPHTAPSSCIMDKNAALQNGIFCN
Diaphorase act: counter-screen for diaphorase-based assays: diaphorase activators and chemical reducers. Diaphorase/resazurin coupled assay, resorufin fluorescence, 16 min; stronger effect = higher value; 1 = vehicle wells, 0 = NADH-free wells. activation factor at 20 µM. 190,000 compounds, 0.005% hits;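 active = diaphorase activity raised at least twofold by the compound at 20 µM; inactive = activation factor below 2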
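Measured by – red resorufin fluorescence at 544/590 nm excitation/emission · Test system – Clostridium kluyveri diaphorase, purified enzyme · Incubation – reaction time 16 min, room temperature · Buffer or medium – 50 mM HEPES pH 7.4 with 4.542 mM MgCl2, 0.005% Tween 20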
An asterisk follows results filed as active. Rule as the data show it, unless noted: active = inhibition above about 50%; inactive = the rest.

For NC(=O)Nc1ccc(C(=O)OCC(=O)N(Cc2ccccc2)C2CCS(=O)(=O)C2)cc1 (stereo unspecified) the results were G6PDH counter 0.6, L major viab -7.0, PMI act 1.1, Hsp70 act -0.2, Diaph inh CS 2.3, RAM inhibit 0.9, TLR4-MyD88 BLA -9.1, Redox H2O2 prof -0.2, PMI act hi M6P 1, S1P3 antagonist -11.0 and Diaphorase act 1.
For CC1=C(C#N)C(c2ccc3ncccc3c2)C(C#N)=C(C)N1 the results were G6PDH counter -3.1, L major viab 15.7, PMI act 1.1, Hsp70 act 0.6, Diaph inh CS 15.7, RAM inhibit -0.3, TLR4-MyD88 BLA 3.9, Redox H2O2 prof 0.2, PMI act hi M6P 1.2 and Diaphorase act 0.8.
Screening COc1ccc(C)cc1NC(=O)NCCC1=CCCCC1 returned G6PDH counter -16.3, L major viab 1.9, PMI act 0.9, Hsp70 act -0.2, Diaph inh CS 0.2, RAM inhibit 0.9, TLR4-MyD88 BLA 7.7, Redox H2O2 prof 2.4, PMI act hi M6P 1, S1P3 antagonist 4.7 and Diaphorase act 1.
C/C(=N/N1CCN(c2ccccc2)CC1)c1cccc([N+](=O)[O-])c1 was read as G6PDH counter 3.1, L major viab -3.4, PMI act 1.1, Hsp70 act -0.1, Diaph inh CS 0.4, RAM inhibit 1.3, TLR4-MyD88 BLA -18.4, Redox H2O2 prof -1.0, PMI act hi M6P 1.1, S1P3 antagonist -0.3 and Diaphorase act 1.
COc1cc(C2C3CN(C)CC=C3C(C#N)=C(N)C2(C#N)C#N)ccc1OC(C)C (stereo unspecified) was read as G6PDH counter 15.3, L major viab 6.5, PMI act 1, Hsp70 act -0.3, Diaph inh CS 16.1, RAM inhibit 1.1, TLR4-MyD88 BLA 16.1, Redox H2O2 prof -0.6, PMI act hi M6P 0.7 and Diaphorase act 0.8.
For CCCCN(CCCC)CCNC(=O)CNC(=O)c1cccs1 the results were G6PDH counter 19.1, L major viab -2.0, PMI act 1, Hsp70 act -0.2, Diaph inh CS 2.9, RAM inhibit 0.5, TLR4-MyD88 BLA 6.4, Redox H2O2 prof 0.3, PMI act hi M6P 1 and Diaphorase act 1.
Cc1ccc(C(=O)SC2=NCCS2)cc1 was read as G6PDH counter 6.5, L major viab -2.2, PMI act 1, Hsp70 act 0.1, Diaph inh CS 11.3, RAM inhibit -1.0, TLR4-MyD88 BLA -6.3, Redox H2O2 prof 0.7, PMI act hi M6P 0.9 and Diaphorase act 0.9.
`Cc1cc(C)nc(/N=C2\NC(=O)CC3C(=O)NCCN23)n1` (stereo unspecified) gave G6PDH counter -0.7, L major viab -1.8, PMI act 1, Hsp70 act -0.3, Diaph inh CS 16.2, RAM inhibit 1.6, TLR4-MyD88 BLA 1.8, Redox H2O2 prof 2.3, PMI act hi M6P 1, S1P3 antagonist 13.8 and Diaphorase act 0.8.
`COc1ccc(/C=C2\SC(=S)N(NC(=O)c3csc4c3CCCC4)C2=O)cc1` gave G6PDH counter -0.4, L major viab -6.4, PMI act 0.9, Hsp70 act -0.2, Diaph inh CS 19.4, RAM inhibit 6.1, TLR4-MyD88 BLA -0.5, Redox H2O2 prof 2.7, PMI act hi M6P 0.9 and Diaphorase act 0.8.
Screening COc1ccc(-c2nc(C(=O)O)cs2)cc1OC returned G6PDH counter 7.0, L major viab -4.5, PMI act 1.1, Hsp70 act -0.3, Diaph inh CS -8.1, RAM inhibit 1.1, TLR4-MyD88 BLA 4.6, Redox H2O2 prof -0.5, PMI act hi M6P 1, S1P3 antagonist -10.4 and Diaphorase act 1.1.
`O=C(c1ccc(Cl)cc1)N1CCCCC(Cl)C1=O` (stereo unspecified) gave G6PDH counter 3.6, L major viab -3.5, PMI act 1.1, Hsp70 act -0.2, Diaph inh CS 0.0, RAM inhibit 2.9, TLR4-MyD88 BLA 0.7, Redox H2O2 prof -1.6, PMI act hi M6P 1.1, S1P3 antagonist 8.6 and Diaphorase act 1.
For CCOC(=O)CCCNC(=O)CN1C(=O)NC2(CCCCCC2)C1=O the results were G6PDH counter -5.0, L major viab -2.5, PMI act 1, Hsp70 act -0.1, Diaph inh CS 14.4, RAM inhibit -0.5, TLR4-MyD88 BLA 11.0, Redox H2O2 prof -0.5, PMI act hi M6P 1, S1P3 antagonist -33.0 and Diaphorase act 0.9.
`O=C(NCc1ccccn1)C1CCCN(S(=O)(=O)c2ccccc2)C1` (stereo unspecified) gave G6PDH counter -22.6, L major viab -2.3, PMI act 1, Hsp70 act 0.2, Diaph inh CS 5.4, RAM inhibit -0.3, TLR4-MyD88 BLA -1.8, Redox H2O2 prof 0.7, PMI act hi M6P 1, S1P3 antagonist -16.9 and Diaphorase act 0.9.
Screening COC(=O)c1ccccc1C(=O)N1CCOCCOCCOCC1 returned G6PDH counter 0.4, L major viab 35.2, PMI act 1, Hsp70 act -0.2, Diaph inh CS 8.1, RAM inhibit 0.5, TLR4-MyD88 BLA 10.7, Redox H2O2 prof -0.5, PMI act hi M6P 0.9, S1P3 antagonist -20.8 and Diaphorase act 0.9.
Screening CC(=O)c1cccc(NC(=O)N2C3CCC2CC(NC(=O)C2CC2)C3)c1 (stereo unspecified) returned G6PDH counter 3.9, L major viab 1.2, PMI act 1, Hsp70 act -0.2, Diaph inh CS 3.2, RAM inhibit 1.8, TLR4-MyD88 BLA -3.7, Redox H2O2 prof 0.2, PMI act hi M6P 1.1, S1P3 antagonist 11.6 and Diaphorase act 1.
`N#CC1=C(N)Oc2n[nH]c(-c3cccs3)c2C1c1cccs1` (stereo unspecified) gave G6PDH counter 4.3, L major viab 45.3, PMI act 0.8, Hsp70 act 2.5, Diaph inh CS 44.6, RAM inhibit 4.4, TLR4-MyD88 BLA 3.2, Redox H2O2 prof -0.3, PMI act hi M6P 0.9 and Diaphorase act 0.6.
Screening CCCCCCc1ccc(OCC(=O)OC)cc1OCC(=O)OC returned G6PDH counter 14.3, L major viab 3.6, PMI act 0.8, Hsp70 act 0.6, Diaph inh CS 21.8, RAM inhibit -0.1, TLR4-MyD88 BLA 7.5, Redox H2O2 prof 0.1, PMI act hi M6P 0.9 and Diaphorase act 0.8.
Screening CN1/C(=C\C(=O)COC(=O)c2ccc([N+](=O)[O-])o2)C(C)(C)c2ccccc21 returned G6PDH counter 2.9, L major viab 81.1*, PMI act 0.9, Hsp70 act -0.2, Diaph inh CS 23.9, RAM inhibit 4.9, TLR4-MyD88 BLA -18.8, Redox H2O2 prof 0.9, PMI act hi M6P 0.6, S1P3 antagonist -17.0 and Diaphorase act 0.8.
For CC(=O)NN1C(=O)/C(=C\c2ccccc2)SC1=S the results were G6PDH counter 3.5, L major viab 4.0, PMI act 1.1, Hsp70 act 0.4, Diaph inh CS 12.9, RAM inhibit 0.9, TLR4-MyD88 BLA 1.1, Redox H2O2 prof -4.7, PMI act hi M6P 1 and Diaphorase act 0.9.
Cc1ccc(NC(=O)N/C=C/c2ccco2)cc1 was read as G6PDH counter 5.4, L major viab -2.8, PMI act 1.4, Hsp70 act 0.0, Diaph inh CS 1.5, RAM inhibit -0.2, TLR4-MyD88 BLA -8.2, Redox H2O2 prof -1.2, PMI act hi M6P 1.8 and Diaphorase act 1.
Cc1ccc(C2CC(c3ccccc3)=NN2C(=O)CSc2nnc(-c3ccc(Cl)cc3)o2)o1 (stereo unspecified) was read as G6PDH counter 0.2, L major viab 1.1, PMI act 0.9, Hsp70 act 0.2, Diaph inh CS 18.1, RAM inhibit 2.5, TLR4-MyD88 BLA 17.4, Redox H2O2 prof -0.2, PMI act hi M6P 1 and Diaphorase act 0.8.
For N#C/C(C(=S)Nc1ccccc1)=C1/NN=C(N2CCOCC2)N1c1ccccc1 the results were G6PDH counter 4.5, L major viab 4.1, PMI act 1, Hsp70 act -0.1, Diaph inh CS 0.0, RAM inhibit 0.2, TLR4-MyD88 BLA 3.7, Redox H2O2 prof 0.4, PMI act hi M6P 1, S1P3 antagonist 5.0 and Diaphorase act 1.
`Cc1ccccc1C1N(c2nccs2)C(=O)C2CCCN21` (stereo unspecified) gave G6PDH counter 0.9, L major viab -6.2, PMI act 1, Hsp70 act -0.2, Diaph inh CS 5.6, RAM inhibit 2.2, TLR4-MyD88 BLA -4.6, Redox H2O2 prof 0.1, PMI act hi M6P 1.1, S1P3 antagonist 8.8 and Diaphorase act 0.9.
`Cc1ccc(C(=O)NC(NCc2ccccc2)C(Cl)(Cl)Cl)cc1` (stereo unspecified) gave G6PDH counter 8.0, L major viab -3.2, PMI act 1, Hsp70 act -0.3, Diaph inh CS -5.3, RAM inhibit 3.4, TLR4-MyD88 BLA 4.2, Redox H2O2 prof 0.5, PMI act hi M6P 1, S1P3 antagonist 21.5 and Diaphorase act 1.1.
`CSc1nnc2c3cc(C)ccc3n(Cc3ccccc3)c2n1` gave G6PDH counter 0.4, L major viab 18.1, PMI act 1, Hsp70 act -0.1, Diaph inh CS 1.3, RAM inhibit 1.5, TLR4-MyD88 BLA -3.4, Redox H2O2 prof -0.9, PMI act hi M6P 1, S1P3 antagonist -2.1 and Diaphorase act 1.
For CCOc1ccc(C(=O)Nc2ccc(N3CCN(C)CC3)cc2)cc1Br the results were G6PDH counter 5.5, L major viab 11.8, PMI act 1.2, Hsp70 act 0.0, Diaph inh CS -18.1, RAM inhibit -0.2, TLR4-MyD88 BLA 5.6, Redox H2O2 prof 0.1, PMI act hi M6P 1.1, S1P3 antagonist 19.4 and Diaphorase act 1.2.

Three compounds out of the list, sorted by length of the SMILES, smallest number first.
Cc1ccc(NC(=O)N/C=C/c2ccco2)cc1 was read as G6PDH counter 5.4, L major viab -2.8, PMI act 1.4, Hsp70 act 0.0, Diaph inh CS 1.5, RAM inhibit -0.2, TLR4-MyD88 BLA -8.2, Redox H2O2 prof -1.2, PMI act hi M6P 1.8 and Diaphorase act 1.
Screening CCCCCCc1ccc(OCC(=O)OC)cc1OCC(=O)OC returned G6PDH counter 14.3, L major viab 3.6, PMI act 0.8, Hsp70 act 0.6, Diaph inh CS 21.8, RAM inhibit -0.1, TLR4-MyD88 BLA 7.5, Redox H2O2 prof 0.1, PMI act hi M6P 0.9 and Diaphorase act 0.8.
`CSc1nnc2c3cc(C)ccc3n(Cc3ccccc3)c2n1` gave G6PDH counter 0.4, L major viab 18.1, PMI act 1, Hsp70 act -0.1, Diaph inh CS 1.3, RAM inhibit 1.5, TLR4-MyD88 BLA -3.4, Redox H2O2 prof -0.9, PMI act hi M6P 1, S1P3 antagonist -2.1 and Diaphorase act 1.
